# Polio RdRp inh – inhibitors of poliovirus RNA polymerase binding and polymerization | actives 0.66% (n = 150,000) | poliovirus polymerase elongation, fluorescence polarization; active compounds read low | AID 588519 | % elongation, % (compound at 16.7 µg/mL); in the data active = % elongation below about 90%; also: some results filed as inactive read as strong as hits
# Target sequence (P03300 1749-2209 limits assumed): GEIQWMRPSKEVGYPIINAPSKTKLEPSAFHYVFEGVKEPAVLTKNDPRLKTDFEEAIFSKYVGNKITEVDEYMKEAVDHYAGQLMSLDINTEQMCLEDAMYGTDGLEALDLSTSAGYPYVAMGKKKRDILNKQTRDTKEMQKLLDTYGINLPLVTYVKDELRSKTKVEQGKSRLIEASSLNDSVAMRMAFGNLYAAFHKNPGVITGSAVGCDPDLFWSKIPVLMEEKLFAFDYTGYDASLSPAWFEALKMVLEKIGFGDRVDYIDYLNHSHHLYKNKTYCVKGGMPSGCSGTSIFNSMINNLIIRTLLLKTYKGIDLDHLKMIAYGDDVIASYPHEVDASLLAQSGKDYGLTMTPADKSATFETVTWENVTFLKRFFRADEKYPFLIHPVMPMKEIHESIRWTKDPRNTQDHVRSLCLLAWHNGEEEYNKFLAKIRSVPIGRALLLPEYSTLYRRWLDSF
# Polio RdRp inh FP z-score – also measured in Polio RdRp inh; calls as there; z-score; measured here: FP z-score; hits read low
# Active calls of the source: *. Only part of the results is shown (hit frequency here may not be typical).
SMILES,Polio RdRp inh,Polio RdRp inh FP z-score
COc1ccc(C(CC(=O)NCc2ccccc2Cl)N2Cc3ccccc3C2=O)cc1OC (configuration not stated),111.0,0.6
COCCNC(=O)CN1C(=O)COc2ccc(S(=O)(=O)N3CCCCCC3)cc21,108.0,0.8
O=C(Nc1ccccc1)n1nnc(C2CN(Cc3ccccc3)CN(Cc3ccccc3)C2)n1,105.0,0.2
Oc1ccc(CN2CCN(c3cccc(C(F)(F)F)c3)CC2)cc1,99.0,0.1
C=C1SC(Nc2c(CC)cccc2CC)=NC1(C)C,109.0,0.6
CC1(C)CC(=O)c2cc(C(=O)N3CCCC(C)(C)C3)c(=O)n(-c3ccccc3)c2C1,101.0,0
O=C1CCCC2=C1C(c1ccccn1)C1=C(CCCC1=O)N2,101.0,-0.2
COc1ccc(Cn2cnc3c2c(=O)n(C)c(=O)n3C)cc1,103.0,-0.2
Cc1cc(-c2ccccc2)nc(SCc2ccccc2)c1C#N,99.0,-0.3
O=C(NC1CCCCC1)n1c(=O)oc2ccc(Cl)cc21,104.0,0
O=C(NCc1ccccc1F)c1cc2ccccn2n1,114.0,1.5
Cc1cc(C)c(C)c(S(=O)O)c1C,83.0*,-1.3*
COc1cccc(NC(=O)CN2CCCN(S(=O)(=O)c3ccc(Br)cc3)CC2)c1,103.0,-0.5
CCCCN(CC)CCNC(=O)CN1C(=O)COc2ccc(S(=O)(=O)N3CCOCC3)cc21,101.0,-1.2
CCOC(=O)c1cc(-c2ccccc2)n(CCC(=O)NCc2cccs2)c1C,101.0,0.3
CS(=O)(=O)Nc1cccc(C(=O)NCc2ccccc2)c1,103.0,0.7
CC(=O)Nc1cccc(OCC(=O)N(C)c2ccccc2)c1,103.0,1.7
CCNC1(c2cccc(Cl)c2)CCC1,108.0,0.5
Cc1cc(C2N=C(N)Nc3nc4ccccc4n32)c(C)n1C1CC1 (configuration not stated),104.0,-0.4
CN(Cc1ccccc1)C(=O)Cn1cnc(S(=O)(=O)N2CCCC2)c1,103.0,1
CCNC(=S)N1CCc2cc(OC)c(OC)cc2C1COc1ccc2c(C)cc(=O)oc2c1 (configuration not stated),103.0,1.3
Cc1cccc(-c2ocnc2C(=O)Nc2ccc(N3CCN(S(C)(=O)=O)CC3)cc2)c1,102.0,0.1
NS(=O)(=O)c1ccc(NNC(=O)CC2(CC(=O)O)CCCC2)cc1,100.0,-0.6
CCOC(=O)c1sc(-c2ccc(C)cc2)cc1N,102.0,-0.6
COc1cccc(CNCCSc2nnnn2C)c1OCc1ccccc1,101.0,-1
Cc1ccnc(N(C(=O)Nc2ccc(Cl)cc2)C2=NCC(C)S2)c1 (configuration not stated),106.0,0.7
CC(=O)Nc1ccc2nc(C)sc2c1,100.0,-0.3
Cc1cccc(OCC(=O)N(Cc2sccc2C)C2CCS(=O)(=O)C2)c1 (configuration not stated),117.0,0.1
CCc1ccc(CSc2nc(-c3ccccc3F)nc3c2Cc2c(CO)cnc(C)c2O3)cc1,109.0,0.4
CCSc1ncc(Cl)c(C(=O)N(Cc2ccc(C(C)(C)C)cc2)C2CCS(=O)(=O)C2)n1 (configuration not stated),105.0,-0.4
COc1cccc(C(=O)N2CCC(c3nc4ccccc4s3)CC2)c1,110.0,0.3
CS(=O)(=O)n1nc(-c2ccco2)nc1NCc1ccccc1Cl,102.0,-1.1
COc1ccc(C2=Nc3ccccc3SC(C(=O)O)C2)cc1 (configuration not stated),103.0,0.1
CC(C)c1ccc(NC(=O)CSC2=Nc3ccccc3C3=NC(CCC(=O)NCc4cccs4)C(=O)N23)cc1 (configuration not stated),101.0,-1.4
Cc1cccc(OCCNCCO)c1C,103.0,1.4
O=C(Nc1ccc(F)c(F)c1)c1cnn(-c2ccccc2)n1,90.0*,-2*
C=CCSc1nc2c(c(-c3ccc(C)o3)c1C#N)CCCC2,101.0,-0.1
COC(=O)c1ccc(COc2ccc3ccccc3c2)o1,101.0,-0.2
Cc1ccc(C(=O)Nc2ccc(-c3nc4ccccc4o3)cc2)cc1Cl,104.0,-0.1
Cc1ccc(CC(C#N)Sc2nc3ccccc3n2CCC#N)cc1 (configuration not stated),104.0,0.4
CSc1nc(C)cc(-c2ccccc2)n1,100.0,-0.3
Cc1cc(C(=O)N/N=C/c2[nH]ncc2Cl)no1,100.0,-0.3
CCOC(=O)c1cnn(-c2ccccc2)c1N(C(=O)c1ccccc1F)C(=O)c1ccccc1F,101.0,-0.3
N#Cc1nc(-c2ccccc2F)oc1N1CCN(c2ccccc2)CC1,100.0,-0.1
CCSc1nc2c([nH]c3ccccc32)c(=O)n1CC,106.0,-0.1

# At a glance, part of the list above:
SMILES,Polio RdRp inh,Polio RdRp inh FP z-score
O=C(Nc1ccc(F)c(F)c1)c1cnn(-c2ccccc2)n1,90.0*,-2*
C=CCSc1nc2c(c(-c3ccc(C)o3)c1C#N)CCCC2,101.0,-0.1
COC(=O)c1ccc(COc2ccc3ccccc3c2)o1,101.0,-0.2
Cc1ccc(C(=O)Nc2ccc(-c3nc4ccccc4o3)cc2)cc1Cl,104.0,-0.1
Cc1ccc(CC(C#N)Sc2nc3ccccc3n2CCC#N)cc1 (configuration not stated),104.0,0.4
CSc1nc(C)cc(-c2ccccc2)n1,100.0,-0.3

# Next compounds
SMILES,Polio RdRp inh,Polio RdRp inh FP z-score
O=C(Nc1ccccc1Br)c1cc(S(=O)(=O)NC2CCCCC2)ccc1F,102.0,-1.2
COc1ccc(C(=O)Nc2ccc(S(=O)(=O)N(Cc3ccccc3)c3ccccc3)cc2)cc1,106.0,-0.1
CC(C)c1nc2ccc(C(=O)NCc3ccccc3Br)cc2o1,108.0,0.4
O=C(NCCN1CCN(c2ccccc2)CC1)Nc1cccc(Br)c1,110.0,0.3
CC12CCC(=O)N1C(C(=O)N1CCN(S(=O)(=O)c3ccc(F)cc3)CC1)CS2 (configuration not stated),98.0,-0.5
CCOC(=O)c1cn(CC)c2ccc(S(=O)(=O)N3CCc4ccccc4C3)cc2c1=O,103.0,0.5
COc1ccc(CNC2CC2)cc1,104.0,0.2
COc1cc(NC(=O)C2=C(C)Nc3nnnn3C2c2ccc(SC)cc2)c(OC)cc1Cl (configuration not stated),105.0,0.1
CC(Nc1ccccc1)c1ccncc1 (configuration not stated),101.0,-0.6
CN(C(=O)COC(=O)c1ccc(Cl)c(N)c1)C1CCCCC1,102.0,0.3
CSc1ncc(F)c(N(CCO)CCO)n1,106.0,0.4
COc1ccc(C)cc1NC(=O)CN1CCSc2ccccc21,111.0,0.3
Cc1ccc2c(COC(=O)c3ccc(Cl)nc3)cc(=O)oc2c1,98.0,-0.5
CCOC(=O)N1CCN(C(=O)c2cc(-c3ccc(F)cc3)n[nH]2)CC1,102.0,0.8
Cc1cc2cc(CN(CC3COCCO3)S(=O)(=O)c3ccc(F)cc3)c(=O)[nH]c2cc1C (configuration not stated),102.0,0
CCC1CN(C(=O)N2CCC(C(=O)N3CCN(c4ccccc4F)CC3)CC2)c2ccccc2O1 (configuration not stated),105.0,-0.3
CCOC(=O)c1cc2c(=O)n3ccccc3nc2n(C)c1=NC(=O)c1ccc(OC)cc1,98.0,-0.4
COc1ccc(NC(=O)C(Cc2ccccc2)NS(=O)(=O)c2ccc3c(c2)CCN3C(C)=O)cc1 (configuration not stated),100.0,-0.5
C(=C\C1Nc2ccccc2-c2nc3ccccc3n21)/c1ccccc1 (configuration not stated),98.0,-0.6
O=C(COc1ccc(Cl)cc1)NCC(c1ccco1)N1CCc2ccccc2C1 (configuration not stated),101.0,-0.6
CCN1CCc2c(sc3[nH]c(=S)n(Cc4ccccc4)c(=O)c23)C1,110.0,0.4
CCOc1ccccc1N(C)S(=O)(=O)c1ccc2[nH]c(=O)ccc2c1,104.0,0.9
CCCCNC(=O)C1CCN(S(=O)(=O)c2cccc3nsnc23)CC1,104.0,1.1
CCOC(=O)c1sc(SC#N)c(C(=O)OCC)c1C,103.0,0.1
O=C(CN1CCC(c2nc3ccccc3o2)CC1)Nc1cc(F)ccc1F,106.0,0.4
O=C(NC1CCCCCCC1)c1c[nH]c2ccc(S(=O)(=O)N3CCOCC3)cc2c1=O,101.0,0.3
CN(CCOc1ccc(Br)cc1)Cc1nnc(-c2ccc(F)cc2)o1,101.0,-0.2
COc1cccc(N2CCN(C(=O)c3nn(C)c4c3CSc3ccc(C)cc3-4)CC2)c1,110.0,0.7
COc1cccc(NC(=S)NCc2cccn2C)c1,100.0,0
CN(Cc1c(F)cccc1Cl)S(=O)(=O)c1cn(C)c(=O)n(C)c1=O,101.0,0
O=C(CC1CCCC1)OCC(=O)c1ccc(Cl)cc1,101.0,-0.1
NC(=S)N/N=C1\CCOc2ccc(Cl)cc21,104.0,0.7
O=c1[nH]c2ccc(NCc3ccccn3)cc2[nH]1,101.0,-0.3
COC(=O)c1cc(NC(=O)c2cccc3c2C(=O)N(Cc2cccnc2)C3)cc(C(=O)OC)c1,102.0,-0.4
Cc1ccc(CN(Cc2ccco2)C(=O)COc2ccccc2C)cc1,103.0,-0.9
C=C(C)Cn1cnc(-c2ccccc2)c1-c1ccccc1,109.0,0.3
O=C(Nc1cccc(NC(=O)c2ccc(Br)cc2)c1)c1ccccc1,104.0,0.1
CCOc1ccc(N2CSC(=S)N(c3ccc(OCC)cc3)C2)cc1,103.0,0.1
O=C(Cc1ccccc1)Nc1sc2c(c1C(=O)Nc1ccccc1Cl)CCCCC2,98.0,-0.8
Clc1ccc(CN2CCN(/N=C/C3=C(N4CCOCC4)C(=C\c4ccccc4)/CC3)CC2)cc1,101.0,0
CC1CC1C(=O)OCc1cc(=O)n2cc(Br)ccc2n1 (configuration not stated),98.0,0.1
Fc1ccc(-c2cc(C(F)(F)F)nc(-n3cccn3)n2)cc1,104.0,1.5
COc1ccc(-c2nc(=S)n(CN3CCOCC3)[nH]2)cc1,100.0,-0.2
COc1ccc2cc(C3SC(C)C(=O)N3C3CCCO3)c(Cl)nc2c1 (configuration not stated),98.0,-0.5
CCC(Sc1nc2ncccc2c(=O)n1Cc1ccccc1)C(=O)NCc1ccc(C)cc1 (configuration not stated),102.0,-0.1

# The closing 4 entries of the part above are carried over, then new ones follow.
SMILES,Polio RdRp inh,Polio RdRp inh FP z-score
Fc1ccc(-c2cc(C(F)(F)F)nc(-n3cccn3)n2)cc1,104.0,1.5
COc1ccc(-c2nc(=S)n(CN3CCOCC3)[nH]2)cc1,100.0,-0.2
COc1ccc2cc(C3SC(C)C(=O)N3C3CCCO3)c(Cl)nc2c1 (configuration not stated),98.0,-0.5
CCC(Sc1nc2ncccc2c(=O)n1Cc1ccccc1)C(=O)NCc1ccc(C)cc1 (configuration not stated),102.0,-0.1
CC(=O)N(c1ccccc1)c1nc(CSc2nnc(Cc3cccs3)n2C)cs1,103.0,-0.4
CCOc1ccc(NC(=O)C2=C(C)C(=O)OC23CCC(C)CC3)cc1 (configuration not stated),108.0,0.9
COc1ccc(CC(=O)n2[nH]c(=O)cc(C)c2=O)cc1OC,99.0,-0.7
CCc1nnc(NC(=O)C(C)N2C(=O)C3C4C=CC(C4)C3C2=O)s1 (configuration not stated),99.0,-0.5
CCn1ccc2c(OCC(=O)Nc3ccc(OC)cc3OC)cccc2c1=O,102.0,-1.3
Brc1ccc2noc(-c3ccccc3)c2c1,106.0,0.4
CN1/C(=C2\C=NN(C)P2(=O)Nc2ccccc2)C(C)(C)c2ccccc21 (configuration not stated),107.0,0.5
COCCN(Cc1nc2ccccc2c(=O)[nH]1)C(=O)c1ccc(C)cc1C,110.0,1.1
O=C1c2ccccc2C(=O)N1N1C(=O)C2C3C=CC(C3)C2C1=O (configuration not stated),101.0,0
COc1ccc(CNC(=O)c2cc3c(s2)CN(Cc2ccccc2)C3)cc1,101.0,0
NC(=O)C(c1ccccc1)c1ccccc1,102.0,1
COc1ccc(CCNC(=O)CCc2c(C)nc3cc(-c4ccc(Cl)cc4)nn3c2C)c(OC)c1,106.0,-0.4
CCc1cc2c(=O)c(-c3nc4ccccc4s3)coc2cc1OC(C)=O,104.0,0.6
O=C1CSC(=O)N1CCc1ccccc1,102.0,0.2
O=C(O)c1ccc(Nc2nc(-c3ccc(Cl)c(Cl)c3)cs2)cc1,103.0,-0.1
O=C(CNc1cc(C(F)(F)F)cc(C(F)(F)F)c1)c1cc2cc(Cl)ccc2o1,99.0,-1.1
Cc1ccc(S(=O)(=O)N2CCCN(C(=O)CN3CCOCC3)C2c2ccccc2)cc1 (configuration not stated),103.0,0.9
O=C(NCc1ccccc1)C(=O)NCC(c1cccs1)S(=O)(=O)c1ccccc1 (configuration not stated),104.0,-0.7
CN(C)c1ccc(N/C(N)=N/c2nc(C(F)(F)F)cc(C(F)(F)F)n2)cc1,102.0,0.1
COc1ccc(-c2cn3c(C)c(C(=O)Nc4ccccc4)sc3n2)cc1,101.0,-0.1
O=C(Nc1ccc(Cl)c(-c2nc3ccccc3o2)c1)c1cccc2c(Cl)cccc12,106.0,0.6
CC(=O)N1CCN(Cc2nc3ccc(Cl)cc3n2CCO)CC1,107.0,0.7
O=C(Cn1ncn2c(cc3ccccc32)c1=O)N1CCN(C(=O)c2ccco2)CC1,103.0,0.7
Cc1noc(C)c1COC(=O)CSc1ncnc2sccc12,105.0,0.1
COc1cccc(Nc2nc(N)nc(CN3CCCCC3)n2)c1,102.0,-0.1
COc1ccc(CN(Cc2ccco2)c2cnc(S(C)(=O)=O)nc2C(=O)Nc2ccc(C)c(Cl)c2)cc1,109.0,0.6
CCC(=O)Nc1cccc(OCc2cc(=O)n3cc(C)ccc3n2)c1,107.0,0.3
COc1ccc(/C=C(\NC(=O)c2ccccc2)C(N)=O)cc1,102.0,0.3
Cc1ccn2c(Nc3ccc4c(c3)OCO4)c(-c3ccco3)nc2c1,106.0,0
COC(=O)c1c(NC(=S)NCCn2cc(Br)cn2)sc2c1CCC(C)C2 (configuration not stated),102.0,0.9
NNC(=O)C12CCCC(CCC1)C2,105.0,0.3
CC1=C(C(=O)OC2CCCCCCC2)C(c2ccccc2C(F)(F)F)CC(=O)N1 (configuration not stated),104.0,0.7
O=C(c1cn(CCOc2ccc(Cl)cc2)c2ccccc12)C1CCCCC1,104.0,-0.1
